# Source: PubChem BioAssay
# SNCA viab count – GF-AFC viability counterscreen for inhibitors of alpha-synuclein gene (SNCA) expression; HEK-293-SNCA-luc viability, GF-AFC fluorescence, 24 h; Potency, µM (highest dose often 57.1 µM), without a hit: at the top dose activity change, negative = cytotoxicity, hits mostly cytotoxic; actives 0.12% (n = 150,000);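 note: potency is the fitted concentration of half-maximal effect; 0% = DMSO-treated cells and -100% = medium-only wells without cells; nearly all actives have a fitted effect of over 30% in size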
#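 HEK-293-SNCA-luc cells (1500/well) plated 24 h, then exposed 24 h to a dilution series; GF-AFC added 30 min at 37C, fluorescence 405/540 nm; normalised to medium-only and DMSO wells, Hill fit.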
# FLuc inh – Firefly luciferase inhibition profiling of diverse chemical library using quantitative high-throughput screening; purified P. pyralis luciferase, luminescence, biochemical; actives 2.5% (n = 76,000); Potency, µM (highest dose often 115 µM), inactives show at the highest dose activity change, negative = inhibition, actives largely listed as inhibitors; Luciferin 4-monooxygenase (Photinus pyralis), P08659; note: potency is the fitted concentration of half-maximal effect; nearly all actives have a fitted effect of over 65% in size
#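 FLuc 10nM, D-luciferin 10uM, ATP 10uM, Mg acetate 10mM, Tris acetate pH 7.5, Tween/BSA; cpd qHTS; enzyme added last; CCD luminescence.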
# SNCA expr inh – Primary qHTS assay for inhibitors of alpha-synuclein gene (SNCA) expression; HEK-293 SNCA-luciferase knock-in, luminescence, 24 h; Potency, µM (titrated, usually from 57.2 µM), without a hit: top-dose activity change, negative = inhibition, actives largely listed as inhibitors; actives 0.17% (n = 140,000);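 note: potency is the fitted concentration of half-maximal effect; plate controls were DMSO cells for no effect and cell-free wells for full effect; nearly all actives have a fitted effect of over 45% in size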
# GPT2 inhibitor – Primary qHTS assay for inhibitors of Glutamate pyruvate transaminase 2 (GPT2). Alanine aminotransferase 2 (Homo sapiens), Q8TD30. Recombinant GPT2, coupled pyruvate oxidase/HRP Amplex Red fluorescence. Potency, µM (doses to about 57.7 µM), without a hit: at the top dose activity change, negative = inhibition, most hits filed as inhibitors. actives 0.25% (n = 100,000). AID 1671188, 2021; note: potency is the fitted concentration of half-maximal effect; nearly all actives have a fitted effect of over 60% in size; many of its hits are not listed in these tables
# Target sequence (Q8TD30 whole entry, looked up): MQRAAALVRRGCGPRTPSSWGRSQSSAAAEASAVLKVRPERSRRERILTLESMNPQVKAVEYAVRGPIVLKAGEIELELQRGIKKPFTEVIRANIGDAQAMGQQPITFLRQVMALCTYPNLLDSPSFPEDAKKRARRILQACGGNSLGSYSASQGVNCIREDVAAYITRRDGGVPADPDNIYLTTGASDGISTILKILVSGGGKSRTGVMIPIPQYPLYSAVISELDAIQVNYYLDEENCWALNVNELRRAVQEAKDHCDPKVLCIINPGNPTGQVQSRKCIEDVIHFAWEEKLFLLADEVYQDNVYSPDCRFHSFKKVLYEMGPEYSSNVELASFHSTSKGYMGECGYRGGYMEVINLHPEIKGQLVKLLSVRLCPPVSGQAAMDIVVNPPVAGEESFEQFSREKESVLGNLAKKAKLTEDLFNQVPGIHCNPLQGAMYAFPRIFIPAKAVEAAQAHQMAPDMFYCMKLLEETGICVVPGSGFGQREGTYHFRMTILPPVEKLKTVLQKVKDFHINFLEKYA
#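 Recombinant GPT2 (10ng/uL) with 250uM a-KG and 2mM L-alanine, 30 min at room temperature, in HEPES pH 7.5 buffer. Pyruvate detected by pyruvate oxidase/HRP/Amplex Red fluorescence after 30 min in the dark; AOA (50uM) as positive control.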
# 3T3 cytotox – Cytotoxic Profiling in NIH 3T3 Cell Line of Diverse Libraries Using Quantitative High-Throughput Screening; NIH 3T3 viability, CellTiter-Glo ATP luminescence, 48-72 h; Potency, µM (highest dose often 96.7 µM), without a hit: top-dose activity change, negative = cytotoxicity, most hits filed as inhibitors; actives 4.3% (n = 94,000); note: potency is the fitted concentration of half-maximal effect; nearly all actives have a fitted effect of over 55% in size
#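 NIH 3T3 cells at 400 cells/well received 23 nL of compound by pintool and were incubated 48 or 72 h at 37 °C. Viability was read as ATP-coupled CellTiter-Glo luminescence.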
# HEK293 tox – Cytotoxic Profiling in HEK 293 Cell Line of Diverse Libraries Using Quantitative High-Throughput Screening. Potency, µM (top dose mostly 115 µM), for the others: top-dose activity change, negative = cytotoxicity, usual class: inhibitors. HEK 293 viability, ATP luminescence (CellTiter-Glo), 48-72 h. actives 6.6% (n = 94,000); note: potency is the fitted concentration of half-maximal effect; nearly all actives have a fitted effect of over 60% in size
#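 HEK 293 cells at 250 cells/well were exposed to compounds by pintool transfer for 48 or 72 hr at 37 degree Celsius, 5% CO2. Viability was read as ATP-coupled luminescence with CellTiter-Glo after 10 min at room temperature.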
# IP6K1 inhibitor – Primary qHTS assay for small molecule inhibitors of Inositol hexaphosphate kinase 1 (IP6K1). actives 0.81% (n = 140,000). activity change, % (series mostly up to about 58 µM). AID 1645851, 2021. IP6K1 kinase, ADP-Glo luminescence, 2 h; stronger effect = lower value; in the data active = activity change below about -25%
# Target sequence (Q92551 whole entry, looked up): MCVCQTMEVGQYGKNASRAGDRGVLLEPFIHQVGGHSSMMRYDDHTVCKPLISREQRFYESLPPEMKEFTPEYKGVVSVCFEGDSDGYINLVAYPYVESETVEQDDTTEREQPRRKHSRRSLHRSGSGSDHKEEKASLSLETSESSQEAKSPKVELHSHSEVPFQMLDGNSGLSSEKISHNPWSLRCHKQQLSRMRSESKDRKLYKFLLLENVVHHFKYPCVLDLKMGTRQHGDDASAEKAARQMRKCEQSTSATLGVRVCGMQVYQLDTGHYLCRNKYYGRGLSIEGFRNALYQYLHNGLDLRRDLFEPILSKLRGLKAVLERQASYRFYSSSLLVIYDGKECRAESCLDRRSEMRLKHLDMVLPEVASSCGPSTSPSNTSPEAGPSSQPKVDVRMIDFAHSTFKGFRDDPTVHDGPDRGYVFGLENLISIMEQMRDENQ
#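 ADP-Glo luminescence measures ADP made by human IP6K1 during a 2 h RT reaction with ATP/IP6 (mix at 1.3 mM/130 uM); top library doses 57.5 and 19.1 uM final.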
# An asterisk follows results filed as active; i = inactive; u = inconclusive; x = no result given; [ ] = dose if it differs, or a comment. Unless noted, calls come from the whole dose curve; as a rule, active = well fitted curve in the direction sought with a large enough effect; inconclusive = small, poorly fitted or top-dose-only effect, or another doubt; inactive = no such curve, though single readings can be large; an effect the other way counts as inactive or inconclusive. Unless noted, % is set by controls: 0 for no effect and ±100 for the full control effect.
SMILES,SNCA viab count,FLuc inh,SNCA expr inh,GPT2 inhibitor,3T3 cytotox,HEK293 tox,IP6K1 inhibitor
O=C(NCc1ccc(F)cc1)c1ccnc(-c2nnc3ccc(Nc4ccccc4)nn23)c1,u,3%,u,-8%,25µM*,u,-15
COc1cc(CNc2ccc3c(c2)ncn3C(C)C)cc(OC)c1OC,-21%,x,-11%,x,x,x,10
CC1Oc2ccc(NS(=O)(=O)c3cccc(Cl)c3)cc2CN(Cc2ccccc2F)C1=O (stereo unspecified),1%,-5%,u,-13%,u,50µM*,21
Cc1ccccc1NC(=O)CSc1nc(-c2ccc(F)cc2)nc2c1Cc1ccccc1O2,-3%,x,-14%,x,x,x,23
COCCn1ncc(N2CCCC(CC(=O)Nc3ccc(C)c(F)c3)C2)cc1=O (stereo unspecified),8%,-15%,7%,i,u,-20%,-9
CCOC(=O)c1cnc2ccc(OCC)cc2c1NCCc1ccc(OC)c(OC)c1,-7%,x,10%,x,x,x,0
CC(C)NC(=O)NC1CCN(C(=O)c2ccc(-c3cccs3)cc2)CC1,2%[12.5 µM],x,24%,i,u,-1%,-13
O=C(CCN1C(=O)c2ccccc2Sc2ncccc21)Nc1ccc(F)cc1,9%,x,5%,x,x,x,1
Clc1ccc(-c2cnc([C@@H]3COCCN3Cc3cnc[nH]3)[nH]2)cc1,-1%[87.6 µM],-7%[172 µM],-1%[87.6 µM],1%[88.5 µM],-18%[138 µM],-22%[172 µM],7
O=c1c2ccccc2n(Cc2c(F)cccc2Cl)c(=O)n1CCc1ccccc1,3%,x,28%,x,x,x,-2
Cc1nn(-c2ccccc2)c2c1C(C(C)C)N(C1CN(C(=O)c3ccccc3)C1)C2=O (stereo unspecified),x,x,x,x,u,45µM*,20
CCc1cccc(C)c1NC(=O)c1cc(C)nc2c1c(C)nn2-c1cccc(Cl)c1C,-16%,x,-7%,x,x,x,4
COc1ccc(Nc2ncc(C(=O)Nc3ccc(F)cc3F)c3ccccc23)cc1,5%,x,15%,x,x,x,-10
O=C(NCc1cccc(C(F)(F)F)c1)C1CCCN(Cc2cccc(-c3cccs3)c2)C1 (stereo unspecified),x,x,x,x,7.9µM*,u,6
O=C1CC(c2noc(-c3cccc(OC(F)(F)F)c3)n2)CN1c1ccc(F)c(Cl)c1 (stereo unspecified),0%,1%,-23%,i,-3%,15%,8
CCN1C(=O)C2CC3(CCN(Cc4cn(C)c5ccc(OC)cc45)CC3)CN2C1=O (stereo unspecified),4%,-2%,14%,-13%,-16%,u,-15
CCOC(=O)C1=C(C)N=C2SC=C(CC(=O)NCC3CCCO3)N2C1c1ccc(Cl)cc1 (stereo unspecified),0%,-4%,-23%,4%,-14%,u,3
COc1ccc(C(=O)NCC2Cn3cccc3C(=O)N2Cc2ccccc2)cn1 (stereo unspecified),-29%,6%,1%,i,-2%,i,-7
Cc1cn2nnc(C(=O)NC3CCCCCCC3)c2c(=O)[nH]1,-9%,u,70%[activator],i,-5%,-29%,-13
CN(Cc1cccc(C(F)(F)F)c1)Cc1cncs1,7%[87.6 µM],x,-15%[87.6 µM],i,-12%[138 µM],i,8
O=C(CC(c1ccc(F)cc1)c1cn(Cc2ccccc2)c2ccc([N+](=O)[O-])cc12)N1CCCC1 (stereo unspecified),-28%,-4%,u,3%,u,u,28
O=C(c1cc(F)ccc1F)N1CCC2(CC1)NC(=O)N(Cc1ccccc1)C2=O,-7%,2%,-28%,-3%,-13%,-28%,29
CCCC(=O)N1Cc2ccccc2CC2(CCCCN2Cc2ccncc2)C1 (stereo unspecified),-12%,x,-2%,i,u,u,-9
COc1ccc(CN2CCC3(CC2)Cc2ccccc2CNC3=O)cc1,-5%,x,4%,1%,-10%,-22%,3
Cc1ccc2[nH]c3c(=O)n(CC(=O)N4CCN(c5cccc(C(F)(F)F)c5)CC4)ncc3c2c1,0%,x,35%[activator],x,x,x,9

# (more compounds)
SMILES,SNCA viab count,FLuc inh,SNCA expr inh,GPT2 inhibitor,3T3 cytotox,HEK293 tox,IP6K1 inhibitor
O=C(c1ccc(C(F)(F)F)cc1)N1CCCC(C(=O)N2CCCC(c3nc4ccncc4[nH]3)C2)C1 (stereo unspecified),-1%,x,-21%,i,u,u,-1
CN(CC1CCOC1)C(=O)C1CCCC1 (stereo unspecified),-9%,9%,6%,3%,i,13%,15
CC(C)N1CCCC2(CCN(CCCC(=O)O)C2)C1=O (stereo unspecified),-1%,-2%,0%,-15%,-5%,i,12
O=C(CC1CCCN(c2cnn(CC3CC3)c(=O)c2)C1)NCc1cc(F)ccc1F (stereo unspecified),-2%,-1%,-23%,-22%,u,u,14
COc1ccc(-c2cc(C(F)(F)F)nc(SCCC(=O)Nc3cccc(OC)c3)n2)cc1,-17%,x,-19%,x,x,x,22
Cc1ccc(CCNC(=O)c2ccc3c(c2)nc2n3CCOC2)cc1,0%,x,122%[activator],x,x,x,-15
COc1ccc(CNC(=O)NCCc2noc(-c3ccncc3)n2)cc1,-12%[12.5 µM],-6%,-27%,i,-8%,-20%,16
COc1ccc(-c2ccnc3nc(CC(C)C)nn23)cc1OC,-1%,0%,27%,1%,u,u,2
CN1C(=O)Cc2cc(S(=O)(=O)CCC(=O)Nc3ccc(Cl)c(C(F)(F)F)c3)ccc21,-12%,x,15%,x,x,x,6
O=C([C@@H]1C[C@H](Oc2ccccc2)CN1S(=O)(=O)c1ccccc1)N1CCCC1,-7%,-4%,-8%,-6%,-6%,-9%,6
CCOc1cc(-c2nc(-c3ccc(Br)cc3)no2)cc(OCC)c1OCC,18%,x,16%,x,x,x,-21
Cc1cnc(CCNS(=O)(=O)c2ccc(C#N)cc2)n1C1CCC1,3%,1%,13%,i,-4%,5%,0
CNC(=O)c1cccc(-c2cnc3[nH]cc(CC(=O)N4CCCC4)c3c2)c1,-15%[87.6 µM],2%[172 µM],-7%[87.6 µM],i,u,u,-13
O=C(Cc1ccccn1)N1CCC(C(=O)N2CCCC2c2nc3ccncc3[nH]2)CC1 (stereo unspecified),-2%,x,-4%,i,-16%,-11%,8
CC(C)CCNC(=O)C1CCN(S(=O)(=O)c2cccc3nsnc23)CC1,-6%,x,u,x,x,x,-4
Cc1ccc(-n2c(-c3ccco3)nc3c(cnn3-c3ccccc3C)c2=O)cc1,-8%,x,22%,x,x,x,25
CC(=O)NCC(=O)NCC1CCN(c2cc(-c3ccc(F)cc3)[nH]n2)CC1,5%,-22%,16%,u,i,10%,10
COc1ccc2c(c1)CN(Cc1ccccc1)C(=O)CCN2CC(O)COc1ccccc1 (stereo unspecified),x,x,x,x,u,u,-14
CCC(C)(C)C(=O)N1CCC(N2C(=O)CCC2C(=O)NC(C)C)CC1 (stereo unspecified),-3%,0%,12%,i,-13%,-10%,0
CCOc1ncccc1C(=O)NC1CC(c2nnc(CN(C)C)n2C)C1 (stereo unspecified),1%,-6%,13%,2%,0%,i,20
Cc1nc([C@@H]2CN(C(=O)CCc3c(C)n[nH]c3C)C[C@H]2C(N)=O)n[nH]1,5%,-1%,0%,-12%,-12%,-1%,38
Cc1ccccc1-c1nc(SCC(=O)NCc2ccc(F)cc2)c2c(=O)n(C)c(=O)n(C)c2n1,-19%,x,11%,x,x,x,4
O=C(NCC1CCCCC1)C1CCc2nnc(C3CCN([S+](=O)([O-])c4ccccc4Cl)CC3)n21 (stereo unspecified),-13%[12.5 µM],x,-8%[87.6 µM],2%[88.5 µM],u,u,26
CCCS(=O)(=O)N1CCC2(CC1)CC1C(=O)NCCN1C2 (stereo unspecified),4%,-1%,27%,i,-3%,-3%,-8
CCCCCCCCCCCCCCCC(=O)O[C@H]1[C@@H](O)[C@@H](O)[C@@H]([C@H](NC(=O)[C@@H]2C[C@@H](CCC)CN2C)[C@H](C)Cl)O[C@@H]1SC,-12%,x,5%,2%,x,x,x

# Compounds shown so far with a thiophene ring, fused or not (2):
SMILES,SNCA viab count,FLuc inh,SNCA expr inh,GPT2 inhibitor,3T3 cytotox,HEK293 tox,IP6K1 inhibitor
CC(C)NC(=O)NC1CCN(C(=O)c2ccc(-c3cccs3)cc2)CC1,2%[12.5 µM],x,24%,i,u,-1%,-13
O=C(NCc1cccc(C(F)(F)F)c1)C1CCCN(Cc2cccc(-c3cccs3)c2)C1 (stereo unspecified),x,x,x,x,7.9µM*,u,6

# Three compounds from above, reduced to SNCA viab count, SNCA expr inh and HEK293 tox.
compound | SNCA viab count | SNCA expr inh | HEK293 tox
CC(C)CCNC(=O)C1CCN(S(=O)(=O)c2cccc3nsnc23)CC1 | -6% | u | x
Cc1ccc(-n2c(-c3ccco3)nc3c(cnn3-c3ccccc3C)c2=O)cc1 | -8% | 22% | x
CC(=O)NCC(=O)NCC1CCN(c2cc(-c3ccc(F)cc3)[nH]n2)CC1 | 5% | 16% | 10%

# Returning to the listing, repeating the two entries before the break.
SMILES,SNCA viab count,FLuc inh,SNCA expr inh,GPT2 inhibitor,3T3 cytotox,HEK293 tox,IP6K1 inhibitor
CCCS(=O)(=O)N1CCC2(CC1)CC1C(=O)NCCN1C2 (stereo unspecified),4%,-1%,27%,i,-3%,-3%,-8
CCCCCCCCCCCCCCCC(=O)O[C@H]1[C@@H](O)[C@@H](O)[C@@H]([C@H](NC(=O)[C@@H]2C[C@@H](CCC)CN2C)[C@H](C)Cl)O[C@@H]1SC,-12%,x,5%,2%,x,x,x
CCCC(=O)Nc1cc(C2CCCC2)nn1C,4%[87.6 µM],x,31%[activator][87.6 µM],-2%[88.5 µM],-2%[174 µM],i,-6
Cc1[nH]c2c(C)cccc2c1CCNC(=O)c1cc2ccccc2oc1=O,6%,x,u,x,x,x,7
COc1ccc(N2CC(C(=O)N3CCC(C(=O)NCc4cccc(Cl)c4)C3)NC2=O)cc1 (stereo unspecified),3%,-1%,-6%,i,1%,3%,2
O=C(NCc1nnc2ccc(-c3ccc(F)cc3)nn12)c1cccc(OC(F)(F)F)c1,-8%,-2%,-20%,-5%,u,u,17
COc1ccc(CC(=O)N2CC[C@@H](CC(=O)O)[C@@H](CCN3CCOCC3)C2)cc1,-2%[87.6 µM],1%[172 µM],-13%[87.6 µM],i,0%[174 µM],1%[172 µM],0
Cc1ccc(CCCO)c(NCc2ccc3nc(NCCCN4CCOCC4)n(Cc4nc(C)ccc4O)c3c2)c1,-32%,x,x,-2%,x,x,3
Cn1nc(C(=O)N2CCC(Oc3ccc(-c4noc(C5CC5)n4)cc3)C2)c2ccccc21 (stereo unspecified),5%,8%,-13%,i,u,u,3
CN1CCCCCC1C(=O)N1CCN(c2ccc(C#N)cn2)CC1 (stereo unspecified),6%,-1%,6%,i,-34%,-8%,5
O=C(Nc1ccc2c(N3CCCCC3)ncnc2c1)c1ccc(F)c(F)c1,4%,2%,-10%,-9%,-12%,-30%,-4

# An excerpt (hit frequency here may not be typical).
